Screens deposited in PubChem by National Center for Advancing Translational Sciences (NCATS).
FUS suppressor: rescues growth of FUS-expressing yeast; AID 1347120; Potency, µM (series often up to 76.6 µM), for the others: at the highest dose growth rescue (activation), usual class: activators; S. cerevisiae FUS-expressing, growth rescue, OD600, 24 h; hit rate 0.24% among 390,000;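 further: potency means the concentration at half of the fitted maximal effect; plate controls were DMSO vehicle for no effect and reference control for full effect; nearly all actives have a fitted effect of over 55% in size; some results filed as inactive show a strong effect at the top dose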
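Absorbance at 600 nm, taken 24hr after compound addition, measured rescue of FUS-yeast growth at 30C. Induction used 2% galactose with seeding at OD 0.005. Controls: CP55940 from 92uM final, DMSO only.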
PI5P4Ka inh: blocks human PI5P4K alpha kinase activity | AID 652105 | hit rate 1.2% among 330,000 | P48426 | max response, % | PI5P4Kalpha enzyme, ADP-Glo luminescence, 60 min; stronger effect = lower value; active means max response of -50% or lower; inconclusive means between -30% and -50%; inactive means -30% or higher; further: value at the top dose of about 77 µM; on the % scale 0 is the no-effect control and ±100 the full control effect
Target sequence (P48426 whole entry, looked up): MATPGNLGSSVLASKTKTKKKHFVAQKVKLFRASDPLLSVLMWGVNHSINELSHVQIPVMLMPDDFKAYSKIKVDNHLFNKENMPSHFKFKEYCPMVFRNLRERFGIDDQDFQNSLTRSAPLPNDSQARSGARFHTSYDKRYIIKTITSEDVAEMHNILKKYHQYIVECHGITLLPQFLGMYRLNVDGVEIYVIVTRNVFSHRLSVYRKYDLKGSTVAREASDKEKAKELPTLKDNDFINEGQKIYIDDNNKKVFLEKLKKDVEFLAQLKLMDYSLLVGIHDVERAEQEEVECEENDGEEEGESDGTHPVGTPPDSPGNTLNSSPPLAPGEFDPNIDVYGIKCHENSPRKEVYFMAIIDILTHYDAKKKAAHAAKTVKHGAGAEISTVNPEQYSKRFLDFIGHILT
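ADP-Glo luminescence end-point after a 60 min room-temperature kinase reaction. PI5P4Kalpha and substrate in HEPES pH 7.4 buffer with EGTA, 0.1% CHAPS and 5% DMSO; ATP at 5 microM final.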
WRN inhibitor: WRN helicase (human) inhibition; Q14191; Potency, µM (doses to about 114 µM), for inactives: at the top dose activity change, negative = inhibition, most hits filed as inhibitors; hit rate 0.46% among 360,000; AID 651768; WRN helicase unwinding, fluorescent forked duplex, kinetic; further: potency means the concentration at half of the fitted maximal effect; on the % scale 0 is the no-effect control and ±100 the full control effect; nearly all actives have a fitted effect of over 55% in size
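Kinetic fluorescence helicase assay: unwinding of a quenched forked DNA duplex (100 nM final) with 2 mM ATP final raises red fluorescence (525/598 nm). Compounds sat 15 min at room temperature with 20 nM WRN beforehand.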
IL-2 act: IL-2 activation. IL-2 activation reporter assay, cell-based qHTS; stimulated with anti-CD3/CD4/CD28 beads; in transgenic mouse T cells. activation, % (series mostly up to about 46 µM). hit rate 0.065% among 360,000; in the data active means activation above about 50%; inconclusive means mostly about 30% to 49%; further: 0% is about no effect
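Readout: EGFP and DsRed signals by fluorescent plate cytometry. Unstimulated transgenic mouse T cells received compound 60 min before antibody-bead stimulation, then incubated 18 h at 37 degrees C.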
PLK1 PBD block: blocks phosphopeptide binding to human PLK1 polo-box domain; hit rate 2.8% among 360,000; Potency, µM, without a hit: max response, negative = inhibition, most hits filed as inhibitors; Plk1 PBD binding of FITC phosphopeptide, fluorescence polarization; P53350; AID 720504; further: potency means the concentration at half of the fitted maximal effect; series mostly up to about 57 µM; on the % scale 0 is the no-effect control and ±100 the full control effect; nearly all actives have a fitted effect of over 65% in size
Target sequence (P53350 whole entry, looked up, the tested form may be a part): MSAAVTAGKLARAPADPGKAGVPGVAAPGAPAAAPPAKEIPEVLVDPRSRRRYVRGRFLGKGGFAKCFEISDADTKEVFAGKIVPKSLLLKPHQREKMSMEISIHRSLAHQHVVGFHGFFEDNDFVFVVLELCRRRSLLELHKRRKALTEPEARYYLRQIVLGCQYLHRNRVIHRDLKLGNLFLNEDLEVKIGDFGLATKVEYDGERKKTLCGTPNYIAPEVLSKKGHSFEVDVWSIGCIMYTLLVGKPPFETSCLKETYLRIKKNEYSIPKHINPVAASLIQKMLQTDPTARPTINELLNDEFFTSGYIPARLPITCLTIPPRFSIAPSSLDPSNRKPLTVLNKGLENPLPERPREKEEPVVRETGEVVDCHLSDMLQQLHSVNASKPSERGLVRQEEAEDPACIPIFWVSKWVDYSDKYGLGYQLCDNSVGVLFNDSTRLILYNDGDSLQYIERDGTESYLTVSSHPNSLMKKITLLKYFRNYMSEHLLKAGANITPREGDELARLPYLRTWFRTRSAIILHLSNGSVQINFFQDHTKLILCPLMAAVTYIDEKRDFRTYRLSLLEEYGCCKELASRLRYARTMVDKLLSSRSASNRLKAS
EPAC1 ag: EPAC1 (human) agonism; Potency, µM (top dose mostly 154 µM), for the others: at the highest dose activation, most hits filed as activators; EPAC1 agonist qHTS, biochemical assay; response scale: 100% = response to 6.5 mM cAMP; O95398; hit rate 0.073% among 360,000; AID 720707; further: potency means the concentration at half of the fitted maximal effect; nearly all actives have a fitted effect of over 60% in size
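Nucleotide exchange by EPAC1 (100 nM) on Rap1B–BODIPY-GDP (250 nM) in the presence of 50 uM GDP is tracked fluorescently at 480/540 nm over 30 min. Signals are normalized to a 6.5 mM cAMP control.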
Abeta rescue: compounds reversing amyloid beta toxicity in yeast; Potency, µM (series often up to 46.1 µM), for the others: at the top dose growth rescue, usual class: activators; yeast expressing A-beta42, growth rescue, OD600, 48 h; response scale: 0% DMSO, 100% iron-clioquinol control; hit rate 0.063% among 410,000; AID 1347071; further: potency means the concentration at half of the fitted maximal effect; nearly all actives have a fitted effect of over 55% in size
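Growth rescue measured by 600 nm absorbance after 48 h yeast culture at 30 C with compound. Values normalized between DMSO and an equimolar ferric chloride plus clioquinol control.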
aSyn yeast inh: rescues yeast growth from alpha-synuclein toxicity | Potency, µM (doses to about 46.1 µM), without a hit: top-dose growth rescue (activation), usual class: activators | hit rate 0.14% among 370,000 | AID 652106 | Yeast expressing alpha-synuclein, growth rescue, BacTiter-Glo, 24 h; further: potency means the concentration at half of the fitted maximal effect; % of control where 0% means no effect; nearly all actives have a fitted effect of over 65% in size
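Screening used galactose-induced yeast with toxic alpha-synuclein levels, exposed to compound for 24 hr at 30 deg C. Cell growth, read with BacTiter-Glo luminescence, gave the measured signal.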
EPAC1 antag: blocks human EPAC1 exchange factor; hit rate 0.14% among 360,000; O95398; Potency, µM (titrated, usually from 115 µM), for inactives: at the highest dose activity change, negative = inhibition, hits mostly inhibitors; EPAC1 GEF assay, Rap1b-BODIPY-GDP exchange fluorescence;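 further: potency means the concentration at half of the fitted maximal effect; plate controls were vehicle for no effect and positive control for full effect; nearly all actives have a fitted effect of over 50% in size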
The depositor's hits bear a star; ? = inconclusive; . = not tested or not shown; [ ] = remark or other dose. Unless noted, the call rests on the fitted dose curve; in most records, active means well fitted curve in the direction sought with a large enough effect; inconclusive means small, poorly fitted or top-dose-only effect, or another doubt; inactive means no such curve, though single readings can be large; an effect the other way counts as inactive or inconclusive.

cpd | SMILES | EPAC1 ag | IL-2 act | FUS suppressor | PLK1 PBD block | PI5P4Ka inh
1 | COc1ccc2c(=O)c(N3C(=O)c4ccccc4C3=O)c(C)oc2c1 | 1% | 1.2 | 21% | -1% | .
2 | NC(=O)[C@@H]1CCCN1C(=O)c1cc(COc2ccc(F)cc2F)on1 | 9% | 0.2 | 11% | -1% | 5
3 | COc1ccc(/C=N/Nc2cc(C)nc(N3CCOCC3)n2)cc1 | -4% | -0.3 | 2% | -3% | 10
4 | Nc1nc(C2C(=O)CCCC2=O)cs1 | 3% | -0.2 | 20% | -4% | .
5 | COc1ccc(S(=O)(=O)Nc2ccc(S(=O)(=O)Nc3nc(C)cc(C)n3)cc2)cc1OC | -3% | -0.4 | 16% | 3% | .
6 | CC(=O)Nc1ccc(/C=N/Nc2nc3ccccc3s2)cc1 | -11% | 0.0 | 2% | 3% | 3
7 | c1cc(-n2cnnn2)ccc1NC1=NCCC1 | -2% | -1.5 | -6% | -6% | -4
8 | COc1ccc(C(=O)C2CCCN(Cc3ccc4c(c3)OCCO4)C2)cc1F (stereo unspecified) | -1% | -0.4 | 5% | -5% | 4
9 | CCCC(=O)NCCc1cc2cc(C)c(C)cc2[nH]c1=O | 1% | 0.1 | 18% | -10% | .
10 | O=C1CSc2ccc(S(=O)(=O)N3CCN(c4ccccc4)CC3)cc2N1 | -3% | -0.2 | 9% | -1% | -6
11 | CN(Cc1ccccc1)C(=O)c1ccc(NC(=O)Cc2cccc(NC(=O)C3CCCN(C(=O)CCc4ccccc4)C3)c2)cc1 (stereo unspecified) | 2% | -0.6 | ? | 0% | -5
12 | Fc1ccc(COc2ccccc2C(=S)N2CCCC2)cc1 | 7% | -5.3 | 9% | 4.2µM* | -25

cpd | WRN inhibitor | EPAC1 antag | aSyn yeast inh | Abeta rescue
1 | -6% | 7% | 2% | -4%
2 | -7% | -5% | -2% | 3%
3 | -1% | 5% | -2% | ?
4 | -12% | -3% | 3% | 5%
5 | -13%[57.1 µM] | 8% | 5% | 6%
6 | 8% | -10% | -3% | -3%
7 | -3% | 2% | 0% | -3%
8 | -1% | 3% | -1% | 1%
9 | -2% | 12% | -12% | -8%
10 | 0% | -10% | 29% | .
11 | 3% | 0% | 0% | -2%
12 | -23% | -13% | 8% | 25%

(continued)
cpd | SMILES | EPAC1 ag | IL-2 act | FUS suppressor | PLK1 PBD block | PI5P4Ka inh
13 | Cc1onc(-c2c(Cl)cccc2Cl)c1NC(=O)NNc1ccccn1 | 6% | 1.0 | 15% | 2% | 2
14 | COc1cc(NC(=O)c2cccnc2SC)cc(OC)c1 | 17% | 2.1 | 7% | -30% | -8
15 | CN1C(=O)CSC1=Nc1cccc(Cl)c1 | 1% | -0.6 | -18% | -5% | -1
16 | CCCCOc1ccccc1C(=O)NCCCCCC(=O)O | 7% | 1.5 | 23% | -14% | 0
17 | O=C(Nc1cccc2nsnc12)c1cccnc1 | 14% | -0.4 | 5% | -11% | -21
18 | CCC(C(=O)NC1CCCC1)N(C(=O)Cn1nnc(-c2ccc(C)cc2)n1)C1CCCC1 (stereo unspecified) | -5% | 0.9 | -5% | 3% | -1
19 | CCC(=O)Oc1ccc2ccccc2c1CNC(=O)c1ccccc1 | 4% | 0.2 | . | -6% | 4
20 | COc1ccc(OC(C)C(=O)NC2CCCCCC2)cc1 (stereo unspecified) | -13% | -0.2 | 8% | 0% | 0
21 | COCC1CCCCN1C(=O)c1cccc(OC2CCN(C(=O)C3CC3)CC2)c1 (stereo unspecified) | 3% | -6.3 | 10% | 2% | 4
22 | COC(=O)C1=C(C)NC2=C(C(=O)CCC2)C1c1coc2ccccc2c1=O (stereo unspecified) | 2% | -0.6 | -9% | -2% | -2
23 | O=C1NC[C@H](CCCCN2C[C@H](Cc3ccc(O)cc3)N(CCc3ccccc3)C(=O)C2=O)N(CC2CCCCC2)C1=O | -3% | -0.5 | 19% | -1% | 5
24 | CCCOc1ccc(/C=C/C(=O)NC2CCCCC2)cc1 | -1% | 7.1 | 10% | -4% | 7

cpd | WRN inhibitor | EPAC1 antag | aSyn yeast inh | Abeta rescue
13 | -1% | 14% | 5% | 14%
14 | -3% | -9% | 1% | 1%
15 | 1% | -11% | 0% | 11%
16 | -4% | 6% | 3% | -3%
17 | -27% | -1% | -8% | -13%
18 | -2% | 0% | -10% | 8%
19 | 1% | -24% | -5% | -15%
20 | 12% | 3% | -1% | -3%
21 | -12% | 1% | -8% | 7%
22 | 2% | 11% | -1% | 8%
23 | 2% | 23% | -2% | -5%
24 | -1% | -1% | 14% | 7%

(cont.)
cpd | SMILES | EPAC1 ag | IL-2 act | FUS suppressor | PLK1 PBD block | PI5P4Ka inh
25 | N=c1ccn2c(n1)OC1C(O)C(CO)OC12 (stereo unspecified) | -5% | -1.2 | -32% | 2% | 4
26 | O=C(Cc1ccccc1)N/N=C/c1ccccc1OCc1ccc(Cl)cc1 | 15% | -0.9 | 16% | -2% | -2
27 | O=C(CSc1ncnc2c1oc1ccccc12)NCC1CCCO1 (stereo unspecified) | -1% | -1.5 | -3% | -1% | .
28 | CN(C)c1ccc(/C=C2\CCCCC2=O)cc1 | 27% | 0.0 | -5% | -12% | -1
29 | O=C(O)C(Cc1c[nH]c2ccccc12)NS(=O)(=O)c1ccc(Cl)c(C(F)(F)F)c1 (stereo unspecified) | -4% | 1.5 | 9% | -11% | 6
30 | CNC(=O)CCc1nc(-c2ccc(C(C)(C)C)cc2)no1 | -2% | -2.5 | -10% | ? | 7
31 | CCN(CC)S(=O)(=O)c1ccc(C(=O)NCCCn2ccnc2)cc1 | -10% | -4.2 | -30% | -4% | -3
32 | COC[C@@H]1CCCN1[C@@H]1CS(=O)(=O)N[C@H]1COCc1ccccc1 | 6% | -0.5 | -19% | -9% | 0
33 | C=CCn1c(C)cc(C(=O)COc2ccc(S(=O)(=O)N3CCCC3)cc2[N+](=O)[O-])c1C | 10% | -0.7 | . | -25% | -9
34 | C=CC[C@H](CC(=O)NCCO)C(=O)N[C@@H](COC(=O)[C@@H](CC=C)CC(=O)OC(C)(C)C)Cc1c[nH]c2ccccc12 | -20% | 1.2 | ? | 2% | 6
35 | Cc1cc(NC(=O)CSc2ncn(-c3ccccc3)n2)no1 | 1% | 0.9 | -15% | -8% | -11
36 | COc1ccc(S(=O)(=O)N2CCN(CC(=O)N3c4ccccc4CC3C)CC2)cc1OC (stereo unspecified) | -10% | -0.9 | 13% | -5% | 2

cpd | WRN inhibitor | EPAC1 antag | aSyn yeast inh | Abeta rescue
25 | 8% | 16% | -3% | -1%
26 | -5% | 10% | 1% | 4%
27 | 7% | 11% | 3% | -7%
28 | -9% | 7% | -2% | -14%
29 | 2% | 10% | -2% | -5%
30 | 3% | 5% | 2% | 7%
31 | 12% | -5% | -2% | 0%
32 | 0% | -9% | 14% | -2%
33 | -18% | -7% | -4% | 2%
34 | -2% | -22% | -8% | 1%
35 | -11% | -2% | 5% | -4%
36 | -5% | 0% | 1% | -1%

Part of the list above, tab-delimited.
entry	molecule	EPAC1 ag	IL-2 act	FUS suppressor	PLK1 PBD block	PI5P4Ka inh	WRN inhibitor	EPAC1 antag	aSyn yeast inh	Abeta rescue
24	CCCOc1ccc(/C=C/C(=O)NC2CCCCC2)cc1	-1%	7.1	10%	-4%	7	-1%	-1%	14%	7%
25	N=c1ccn2c(n1)OC1C(O)C(CO)OC12 (stereo unspecified)	-5%	-1.2	-32%	2%	4	8%	16%	-3%	-1%
26	O=C(Cc1ccccc1)N/N=C/c1ccccc1OCc1ccc(Cl)cc1	15%	-0.9	16%	-2%	-2	-5%	10%	1%	4%
27	O=C(CSc1ncnc2c1oc1ccccc12)NCC1CCCO1 (stereo unspecified)	-1%	-1.5	-3%	-1%	.	7%	11%	3%	-7%
28	CN(C)c1ccc(/C=C2\CCCCC2=O)cc1	27%	0.0	-5%	-12%	-1	-9%	7%	-2%	-14%
29	O=C(O)C(Cc1c[nH]c2ccccc12)NS(=O)(=O)c1ccc(Cl)c(C(F)(F)F)c1 (stereo unspecified)	-4%	1.5	9%	-11%	6	2%	10%	-2%	-5%
30	CNC(=O)CCc1nc(-c2ccc(C(C)(C)C)cc2)no1	-2%	-2.5	-10%	?	7	3%	5%	2%	7%
31	CCN(CC)S(=O)(=O)c1ccc(C(=O)NCCCn2ccnc2)cc1	-10%	-4.2	-30%	-4%	-3	12%	-5%	-2%	0%
32	COC[C@@H]1CCCN1[C@@H]1CS(=O)(=O)N[C@H]1COCc1ccccc1	6%	-0.5	-19%	-9%	0	0%	-9%	14%	-2%
33	C=CCn1c(C)cc(C(=O)COc2ccc(S(=O)(=O)N3CCCC3)cc2[N+](=O)[O-])c1C	10%	-0.7	.	-25%	-9	-18%	-7%	-4%	2%

Next entries.
cpd | SMILES | EPAC1 ag | IL-2 act | FUS suppressor | PLK1 PBD block | PI5P4Ka inh
37 | COc1ccc(CN(C)C(=O)c2cc(S(=O)(=O)N3CCCCCC3)ccc2OC)cc1OC | -1% | -2.6 | 30% | 2% | 6
38 | CC(C)CC(=O)NC(NC(=S)Nc1cccc2cccnc12)C(Cl)(Cl)Cl (stereo unspecified) | 1% | 0.5 | -19% | -11% | -11
39 | Cc1ccccc1NC(=O)N1CCN(C(=O)c2ccco2)CC1 | 8% | 1.7 | -17% | -10% | -5
40 | COc1ccc(CN(C)C(=O)Cn2ccc(N)nc2=O)cc1OC | -5% | 0.4 | -16% | -2% | 3
41 | Cc1ccc(-c2c(C)c(-c3ccc(F)cc3)nc(N)c2C#N)o1 | -9% | -0.7 | -26% | -1% | -2
42 | O=C(CN1C(=O)c2ccccc2C1=O)OCC(=O)N1CCN(c2ccccc2)CC1 | 3% | 3.6 | 14% | -7% | 3
43 | O=C(NCc1ccco1)C(=O)NCC1OCCN1S(=O)(=O)c1ccccc1 (stereo unspecified) | -2% | 0.1 | -9% | -5% | -11

cpd | WRN inhibitor | EPAC1 antag | aSyn yeast inh | Abeta rescue
37 | -18% | -1% | -8% | 7%
38 | 3% | 3% | -1% | -7%
39 | 2% | -1% | -19% | -23%
40 | 8% | 0% | -4% | -14%
41 | -8% | -1% | 3% | 17%[9.22 µM]
42 | 5% | -6% | -2% | 8%
43 | -10% | -7% | 0% | -5%
